# Assay outcomes deposited in PubChem BioAssay by several laboratories.
# PPARg SRC1 recr = agonists of human PPARgamma SRC-1 coactivator recruitment | 200,000 compounds, 0.41% hits | AID 631 | activation, % at 8 µM | PPARgamma-SRC-1 coactivator recruitment biochemical assay; in the data active = activation above about 19%;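 note: 0% = DMSO and 100% = reference agonist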
# Target sequence (P37231 whole entry, looked up): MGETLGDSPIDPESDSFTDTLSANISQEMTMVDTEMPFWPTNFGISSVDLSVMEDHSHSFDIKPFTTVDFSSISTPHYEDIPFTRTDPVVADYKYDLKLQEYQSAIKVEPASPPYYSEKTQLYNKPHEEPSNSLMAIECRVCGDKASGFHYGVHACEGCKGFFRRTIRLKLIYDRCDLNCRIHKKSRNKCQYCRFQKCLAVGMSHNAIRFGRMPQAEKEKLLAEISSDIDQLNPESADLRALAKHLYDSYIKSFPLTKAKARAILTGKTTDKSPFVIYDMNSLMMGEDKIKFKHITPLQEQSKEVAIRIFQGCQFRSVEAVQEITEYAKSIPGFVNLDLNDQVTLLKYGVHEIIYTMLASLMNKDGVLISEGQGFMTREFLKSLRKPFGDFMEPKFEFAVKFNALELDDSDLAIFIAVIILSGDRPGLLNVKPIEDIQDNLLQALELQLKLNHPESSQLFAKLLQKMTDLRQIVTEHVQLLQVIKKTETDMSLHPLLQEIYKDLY
# TNAP inh hiacc = blocks human TNAP under high phosphate acceptor concentration; purified TNAP, CDP-star luminescence, 1 M DEA; inhibition, % at 20 µM; 200,000 compounds, 0.03% hits;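 active = over 50% inhibition of tissue-nonspecific alkaline phosphatase at 20 µM in the single-dose screen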;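 note: plate controls were DMSO wells for no effect and EDTA-quenched wells as full inhibition for full effect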
# Target sequence (P05186 whole entry, looked up): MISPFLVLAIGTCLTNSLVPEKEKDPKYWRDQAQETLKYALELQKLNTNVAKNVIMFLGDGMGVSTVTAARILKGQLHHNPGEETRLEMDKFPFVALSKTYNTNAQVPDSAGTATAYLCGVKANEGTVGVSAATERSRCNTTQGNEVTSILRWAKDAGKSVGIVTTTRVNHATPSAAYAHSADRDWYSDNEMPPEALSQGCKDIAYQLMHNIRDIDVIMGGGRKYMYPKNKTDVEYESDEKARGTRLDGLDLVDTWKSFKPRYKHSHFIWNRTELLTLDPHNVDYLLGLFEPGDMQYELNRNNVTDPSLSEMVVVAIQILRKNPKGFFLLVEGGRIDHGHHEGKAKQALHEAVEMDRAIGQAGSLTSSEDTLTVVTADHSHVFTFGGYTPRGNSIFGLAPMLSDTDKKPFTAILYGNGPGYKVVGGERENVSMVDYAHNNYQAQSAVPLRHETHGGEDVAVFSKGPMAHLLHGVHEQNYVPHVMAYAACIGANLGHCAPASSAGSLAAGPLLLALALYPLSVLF
# bIAP activator = intestinal alkaline phosphatase (bovine) activation | purified bovine IAP, CDP-star luminescence, 30 min; active compounds read high; fold of DMSO-control signal, blank-subtracted | activation factor at 20 µM | 200,000 compounds, 0.17% hits | AID 1016;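 active = activation factor of 2 or more at 20 µM, a signal rise over negative controls twice the positive control's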
# TNAP act hiacc = increases human TNAP activity under high phosphate acceptor concentration | purified TNAP, CDP-star luminescence, 1 M DEA, 30 min; active compounds read high; 0 = EDTA background, 1 = DMSO-only activity | P05186 | 200,000 tested, under 10 active | activation factor at 20 µM | AID 1136;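 active = activation factor at least 2 at 20 µM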
#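 Assay system: human TNAP; Input: enzyme diluted 1/800 final; Reagent: CDP-star luminogenic substrate at 100 µM final; Timing: 30 min, room temperature; Signal: luminescence; Evaluation: TNAP activation factor scaled between EDTA and DMSO control wells.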
# PPARg SRC3 recr = agonists of human PPARgamma SRC-3 coactivator recruitment; biochemical PPARgamma/SRC-3 coactivator recruitment assay; activation, % at 8 µM; 200,000 compounds, 0.26% hits; AID 731; in the data active = activation above about 23%;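 note: 0% = DMSO and 100% = reference agonist; some compounds past the cut are filed as inactive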
# SRC2 TRFRET art = counter-screen for PPARgamma SRC-2 recruitment agonists: TR-FRET artefact; active compounds read high; TR-FRET ratio at 8 µM; 200,000 compounds, 0.4% hits; in the data active = TR-FRET ratio above about 2000; note: inactives centre near 1500
# bIAP inh = blocks bovine intestinal alkaline phosphatase activity; purified bovine IAP, CDP-star luminescence, 30 min; inhibition, % at 20 µM; 190,000 tested, under 10 active; AID 1019;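 active = over 50% inhibition of intestinal alkaline phosphatase at 20 µM in the single-dose screen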
#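 Incubation: 30 min reaction at room temperature / Material: purified bovine intestinal alkaline phosphatase (IAP) enzyme / Input: enzyme at 1/65,000,000 dilution / Dosing: 20 µM single dose / Signal: CDP-star luminescence signal / Reagent: CDP-star chemiluminescent phosphatase substrate, 30 µM final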
# PPARg SRC-2 ag = agonists of SRC-2 recruitment by human PPARgamma. 200,000 compounds, 0.34% hits. P37231. PPARgamma LBD-SRC-2 recruitment, biochemical. activation, % at 8 µM; in the data active = activation above about 22%;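 note: 0% = vehicle and 100% = reference agonist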
# HMGR II inh = E. faecalis class II HMG-CoA reductase inhibition | purified E. faecalis HMGR, NADPH absorbance 340 nm kinetic | inhibition, % at 10 µM | 190,000 compounds, 0.41% hits | AID 1066;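 active = inhibition above a set limit, the median over all tested compounds plus 3 SD, cut at about 9.5% in these data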;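 note: enzyme runs in reverse so mevalonate oxidation gives rising NADPH absorbance; 0% = complete reaction with DMSO and 100% = background rate lacking mevalonate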
# TNAP inh no acc = TNAP (human) inhibition, acceptor-free conditions; P05186; purified TNAP, CDP-star luminescence, 30 min; inhibition, % at 20 µM; 200,000 compounds, 0.26% hits;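 active = tissue-nonspecific alkaline phosphatase inhibition above about 50% at 20 µM in the single-dose screen, limit read from the data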;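 note: 0% = DMSO negative control and 100% = EDTA positive control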
# Active calls of the source: *; & = joins results of further samples. The order is random; overall some 1.6% were active at least once.
cpd	canonical_smiles	PPARg SRC1 recr	TNAP inh hiacc	bIAP activator	TNAP act hiacc	PPARg SRC3 recr	SRC2 TRFRET art	bIAP inh	PPARg SRC-2 ag	HMGR II inh	TNAP inh no acc
1	CN(CCCN1CCOCC1)Cc1cn(C)nc1-c1ccccc1F	6	-9	0.9	1.1	0	1591	6	-1	-3	-7
2	CCCCC(NC(C)=O)c1nc2ccccc2n1CCC (stereo not given)	0	0	1	1	7	1479	5	3	-2	-7
3	Cc1cc(NC(=O)CN2CCN(c3ncccn3)CC2)no1	0	-3	0.9	1	-14	1647	6	6	3	-16
4	CC1=NN(Cc2ccccc2)C(=O)/C1=C/c1ccc(N(C)C)cc1	-3	11	0.8	0.9	-1	1469	22	3	-1	38
5	CC(C)N(C(=O)NC(=O)Nc1ccccn1)S(C)(=O)=O	2	2	1	1	-1	1381	1	3	4	1
6	CC1Cc2ccccc2N1C1=NS(=O)(=O)c2ccccc21 (stereo not given)	-1	-5	1	1	5	1670	-2	-6	0	-14
7	COC(=O)CSc1nc2cc(Cl)ccc2c(=O)n1C1CCCC1	16	-6	0.9	1.1	-6	1488	13	6	-5	-13
8	CCC(NC(=O)c1ccccc1NC(=O)c1ccccc1)C(=O)O (stereo not given)	11	-4	0.9	1	20	1509	11	5	8	2

# 2 records picked at random from those above, as already listed:
cpd	canonical_smiles	PPARg SRC1 recr	TNAP inh hiacc	bIAP activator	TNAP act hiacc	PPARg SRC3 recr	SRC2 TRFRET art	bIAP inh	PPARg SRC-2 ag	HMGR II inh	TNAP inh no acc
1	CN(CCCN1CCOCC1)Cc1cn(C)nc1-c1ccccc1F	6	-9	0.9	1.1	0	1591	6	-1	-3	-7
5	CC(C)N(C(=O)NC(=O)Nc1ccccn1)S(C)(=O)=O	2	2	1	1	-1	1381	1	3	4	1

# Next structures follow:
cpd	canonical_smiles	PPARg SRC1 recr	TNAP inh hiacc	bIAP activator	TNAP act hiacc	PPARg SRC3 recr	SRC2 TRFRET art	bIAP inh	PPARg SRC-2 ag	HMGR II inh	TNAP inh no acc
9	Cc1ccc(C2(CCNCc3ccc(N(C)C)cc3)CCOC(C(C)C)C2)cc1 (stereo not given)	5	-9	1.1	1.1	3	1305	-10	1	-3	-4
10	CCOC(=O)c1ccc(N=Nc2c(C)c(C#N)c(O)[nH]c2=O)cc1	5	32	0.8	0.7	2	1579	22	9	1	-7
11	COC(=O)C1=C(C)Nc2ncnn2C1c1ccco1 (stereo not given)	0	-5	0.9	1	0	1388	8	6	3	-10
12	COc1cc(Cl)c(S(=O)(=O)NCc2ccccn2)cc1Cl	2	0	0.7	1	-6	1460	29	8	1	-4
13	O=C(CCc1ccc(Oc2cc([N+](=O)[O-])cc([N+](=O)[O-])c2)cc1)NC1CCCC1	-1	-4	1.2	1	5	1721	-20	6	-2	-17
14	O=C(CN(c1ccc2c(c1)OCCO2)S(=O)(=O)c1ccccc1)NCc1ccc(Cl)cc1	0	-5	0.9	1	3	1465	6	2	0	-14
15	Oc1[nH]c(=S)sc1/C=C1\C(c2ccccc2)=Nc2ccccc21	7	24	1	0.8	4	1387	-3	2	-5	10
16	COCCCNC(=S)N1CCN(S(C)(=O)=O)CC1	4	2	1.1	1	3	1646	-5	-2	-4	-7

# Overlap with the part before: 3 compounds; new compounds follow.
cpd	canonical_smiles	PPARg SRC1 recr	TNAP inh hiacc	bIAP activator	TNAP act hiacc	PPARg SRC3 recr	SRC2 TRFRET art	bIAP inh	PPARg SRC-2 ag	HMGR II inh	TNAP inh no acc
14	O=C(CN(c1ccc2c(c1)OCCO2)S(=O)(=O)c1ccccc1)NCc1ccc(Cl)cc1	0	-5	0.9	1	3	1465	6	2	0	-14
15	Oc1[nH]c(=S)sc1/C=C1\C(c2ccccc2)=Nc2ccccc21	7	24	1	0.8	4	1387	-3	2	-5	10
16	COCCCNC(=S)N1CCN(S(C)(=O)=O)CC1	4	2	1.1	1	3	1646	-5	-2	-4	-7
17	COc1ccc2c(c1)-c1nc(/N=C/c3ccc(O)c(OC)c3)sc1CC2	11	4	0.6	1	6	1729	44	4	0	-3
18	CN1CCN(C(=O)NCC23CC4CC(CC(C4)C2)C3)CC1	-3	0	1.1	1	4	1725	-6	11	0	-4
19	CC(C)(C)C(=O)OCC1OC(n2cnc(C(N)=O)n2)C(O)C1O (stereo not given)	5	0	0.9	1	8	1509	6	14	-4	-6
20	Nc1nc(N)c2sc3nc4c(cc3c2n1)CCC4	-9	-2	1	1	0	1374	3	-2	-1	-7
21	Clc1ccc(CO/N=C2\CCCc3nonc32)cc1	4	-3	0.7	1	2	1496	27	8	-2	-13
22	CCCCC(CC)C(=O)Nc1ncc([N+](=O)[O-])s1 (stereo not given)	1	11	0.9	0.9	-2	1499	8	1	0	7
23	CN(C)c1ccc(Nc2nc(-c3cccnc3)cs2)cc1	7	-7	0.9	1.1	2	1409	12	7	0	-9
24	Cc1ccc(NC(=O)Nc2ccccc2CC[N+](=O)[O-])cc1	-4	-4	1	1	-3	1495	1	1	-2	-12
25	O=C(CN1CCCCC1)Nc1ccc(S(=O)(=O)NC2CCCCC2)cc1	3	2	1	1	3	1620	0	5	-7	7
26	O=C(O)CC(=O)NC12CC3CC(CC(C3)C1)C2	3&-2	-4&-3	1&0.9	1&1	4&-7	1535&1521	0&6	2&6	4&1	-9&-20
27	O=C(CC1SC2=NCCN2C1=O)Nc1ccccc1 (stereo not given)	1	-5	1	1.1	1	1698	4	1	-2	-15
28	O=S(=O)(c1ccc(F)cc1)N1CCC2(CC1)OCCO2	-4	-3	1.3	1	1	1591	-25	8	-4	-5
29	O=S(=O)(c1ccc(Br)cc1)N1CCN=C1SCc1cccnc1	6	-4	1	1	0	1685	1	4	2	-10
30	CCOc1ccc(N2C(N)=NC(N)=NC2(C)C)cc1	0	-6	0.7	1.1	-4	1586	29	-6	-1	-10
31	N#Cc1cc(C(=O)c2cc(Br)ccc2O)cn(C2CCCCC2)c1=O	10	1	0.9	1	11	1967	6	19	-1	-16
32	CCOC(=O)c1ccc2c(c1)nc(SCC(=O)c1cc3ccccc3o1)n2CC	6	-3	1	1	16	1956	-5	16	-3	3
33	CC(C)(C)n1nnnc1CN(Cc1cccnc1)Cc1ccccc1Cl	9	0	1	1	-8	1730	0	11	-3	-6
34	CC(=O)CCc1ccc(OCCCCn2cncn2)cc1	0	0	1	1	4	1554	-4	15	-6	-1
35	Cc1cc(C)cc(OCC(=O)OCC(=O)Nc2c(C)n(C)n(-c3ccccc3)c2=O)c1	0	-2	1.1	1	3	1549	-10	3	0	-16
36	CCOc1ccc(NC(=O)NC(=O)N(C)S(=O)(=O)c2ccc(C)cc2)cc1	2	1	1	1	0	1652	1	-9	-6	-4
37	CC1(C)CC(=O)C=C(NCc2cccs2)C1	13	-3	0.9	1	-3	1661	13	15	-2	-12
38	N#Cc1c(-c2ccccc2Cl)cc(-c2ccccc2)nc1Br	-2	-4	0.9	1	6	1773	11	6	3	8
39	Cc1cccc2nc(CSc3ccc(Cl)cc3)cn12	7	-5	0.9	1	2	1537	7	-2	-9	-10
40	CC1=C(C(=O)Nc2ccccc2)C(c2sccc2C)n2nnnc2N1 (stereo not given)	1	-4	0.9	1	16	1576	6	2	-2	-18

# Next part; it opens with the six that closed the last part.
cpd	canonical_smiles	PPARg SRC1 recr	TNAP inh hiacc	bIAP activator	TNAP act hiacc	PPARg SRC3 recr	SRC2 TRFRET art	bIAP inh	PPARg SRC-2 ag	HMGR II inh	TNAP inh no acc
35	Cc1cc(C)cc(OCC(=O)OCC(=O)Nc2c(C)n(C)n(-c3ccccc3)c2=O)c1	0	-2	1.1	1	3	1549	-10	3	0	-16
36	CCOc1ccc(NC(=O)NC(=O)N(C)S(=O)(=O)c2ccc(C)cc2)cc1	2	1	1	1	0	1652	1	-9	-6	-4
37	CC1(C)CC(=O)C=C(NCc2cccs2)C1	13	-3	0.9	1	-3	1661	13	15	-2	-12
38	N#Cc1c(-c2ccccc2Cl)cc(-c2ccccc2)nc1Br	-2	-4	0.9	1	6	1773	11	6	3	8
39	Cc1cccc2nc(CSc3ccc(Cl)cc3)cn12	7	-5	0.9	1	2	1537	7	-2	-9	-10
40	CC1=C(C(=O)Nc2ccccc2)C(c2sccc2C)n2nnnc2N1 (stereo not given)	1	-4	0.9	1	16	1576	6	2	-2	-18
41	CN1CCNC(=O)C1CC(=O)NCC1(c2ccccc2)CCCCC1 (stereo not given)	6	-4	1	1	2	1427	2	0	4	-9
42	CCN(C(=O)c1coc(=O)c2ccccc12)c1cc(OC)ccc1OC	4	-3	0.9	1	1	1724	7	0	-3	-9
43	C/C(=N\NC(=O)CNc1cccc(C)c1)c1ccc(Br)s1	-2	-2	0.9	1	-3	1485	7	-1	3	-18
44	CCN=c1scc(C)n1/N=C/c1cc(Br)c(O)c(OC)c1	6	7	1	0.9	6	1709	0	3	-1	2
45	Cn1c(C(=O)N2CCCC(C(=O)O)C2)cc2sccc21 (stereo not given)	-2	-3	1	1	-5	1409	-4	-6	-6	-7
46	CCOc1ccc(/C=C/C(=O)c2ccc(-c3ccccc3)cc2)cc1	0	-5	0.9	1	-4	1578	10	5	3	0
47	CC(=O)N1C=CN(C(C)=O)C(c2cn(C)c3ccccc23)C1c1cn(C)c2ccccc12 (stereo not given)	-4	-6	1	1.1	4	1872	4	-1	-9	-8
48	COc1ccc(-c2nc(C3CCCCC3)no2)cc1OC	13	-6	0.9	1.1	0	1551	7	0	-4	-10
49	CCN(CC)c1ccc(NC(=O)COC(=O)C23CCC(=O)N2c2ccccc2S3)cc1 (stereo not given)	2	-6	1.1	1.1	11	1531	-11	10	-1	-9
50	CCOC(=O)N1CCC(Nc2c(-c3ccccc3)c(=O)c2=O)CC1	2	-4	1.1	1	-1	1320	-5	0	-4	-14
51	COc1ccc(NC(=O)C2CCCN(c3c4c(nc5ncnn35)CCC4)C2)cc1OC (stereo not given)	4	-8	1	1.1	-7	1334	-4	-1	-5	-6
52	COc1cc(Br)cc(CN2CCN(C=O)CC2)c1O	13	-3	1.1	1	7	1609	-6	0	-1	-8
53	O=C(NC(=S)N1CCCCC1)c1cccs1	-7	4	1	1	-3	1551	4	-8	-6	-2
54	Cc1[nH]nc2c1C(c1ccsc1)C1=C(CC(C)(C)CC1=O)N2 (stereo not given)	-1	-5	1.1	1.1	0	1410	-14	3	15*	-24
55	COCCNC(=S)NNC(=O)c1cccs1	1	-7	1.1	1.1	-5	1549	-14	0	-2	-17
56	COc1cccc(/C(C)=N/NC(=O)c2ccc(N(C)C)cc2)c1	-5	-2	1	1	11	1563	0	-2	3	-12
57	COc1ccc(CNc2nc3c(c(=O)n(Cc4ccc(F)cc4)c(=O)n3C)n2C)cc1	-2	-4	1	1	-2	1402	-2	-2	-10	-9
